BLM inh – blocks DNA unwinding by human BLM helicase | P54132 | recombinant BLM DNA unwinding, fluorescence dequenching | Potency, µM (top dose mostly 56.1 µM), inactives show top-dose activity change, negative = inhibition, actives largely listed as inhibitors | actives 0.2% (n = 350,000);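 also: plate controls were vehicle for no effect and no enzyme for full effect; nearly all actives have a fitted effect of over 35% in size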
Target sequence (P54132 whole entry, looked up): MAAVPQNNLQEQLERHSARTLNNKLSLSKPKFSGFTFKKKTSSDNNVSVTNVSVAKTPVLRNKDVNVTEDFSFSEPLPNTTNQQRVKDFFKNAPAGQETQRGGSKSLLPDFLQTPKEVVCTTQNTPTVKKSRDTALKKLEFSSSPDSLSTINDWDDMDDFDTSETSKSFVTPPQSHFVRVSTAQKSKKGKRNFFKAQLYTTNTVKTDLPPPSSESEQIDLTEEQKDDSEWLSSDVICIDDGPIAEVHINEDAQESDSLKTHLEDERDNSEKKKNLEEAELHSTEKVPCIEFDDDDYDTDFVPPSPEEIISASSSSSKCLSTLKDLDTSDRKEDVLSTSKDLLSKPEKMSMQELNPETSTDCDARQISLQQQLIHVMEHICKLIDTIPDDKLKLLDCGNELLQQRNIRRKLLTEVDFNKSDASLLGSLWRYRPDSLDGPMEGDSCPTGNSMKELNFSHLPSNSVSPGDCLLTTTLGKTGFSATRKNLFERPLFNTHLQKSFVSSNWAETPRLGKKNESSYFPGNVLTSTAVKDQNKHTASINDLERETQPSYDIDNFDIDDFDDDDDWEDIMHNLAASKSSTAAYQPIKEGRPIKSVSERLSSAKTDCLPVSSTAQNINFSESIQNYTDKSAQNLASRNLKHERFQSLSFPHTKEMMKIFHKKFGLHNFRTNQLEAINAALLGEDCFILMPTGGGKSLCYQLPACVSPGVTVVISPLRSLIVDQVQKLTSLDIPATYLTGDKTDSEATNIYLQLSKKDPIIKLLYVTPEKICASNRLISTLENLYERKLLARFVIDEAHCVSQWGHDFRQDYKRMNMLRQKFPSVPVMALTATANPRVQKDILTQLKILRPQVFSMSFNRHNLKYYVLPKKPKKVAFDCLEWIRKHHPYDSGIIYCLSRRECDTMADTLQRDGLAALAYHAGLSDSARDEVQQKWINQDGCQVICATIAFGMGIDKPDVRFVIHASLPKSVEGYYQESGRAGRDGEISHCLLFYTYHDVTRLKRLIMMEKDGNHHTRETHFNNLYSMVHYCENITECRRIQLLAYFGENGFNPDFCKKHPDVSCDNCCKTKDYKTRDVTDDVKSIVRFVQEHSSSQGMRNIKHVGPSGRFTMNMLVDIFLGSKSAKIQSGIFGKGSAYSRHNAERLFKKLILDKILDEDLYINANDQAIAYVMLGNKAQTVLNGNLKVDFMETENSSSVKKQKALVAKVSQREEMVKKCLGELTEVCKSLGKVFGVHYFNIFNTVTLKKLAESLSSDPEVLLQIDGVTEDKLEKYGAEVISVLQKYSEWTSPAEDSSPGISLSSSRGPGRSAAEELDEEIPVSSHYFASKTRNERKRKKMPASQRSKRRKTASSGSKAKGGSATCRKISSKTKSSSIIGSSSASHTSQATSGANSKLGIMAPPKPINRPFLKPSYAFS
G9a block – inhibitors of human histone lysine methyltransferase G9a | Q96KQ7 | Potency, µM (series often up to 102 µM), for the others: at the top dose activity, negative = inhibition, actives largely listed as inhibitors | G9a H3K9 monomethylation, AlphaScreen, 2 h | AID 504332 | actives 8.8% (n = 350,000); also: % is scaled to controls: 0 for no effect and ±100 for the full control effect; nearly all actives have a fitted effect of over 75% in size
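Signal arises when biotinylated H3K9 peptide, once monomethylated, bridges streptavidin donor and antibody-captured acceptor beads. Enzyme at 20 nM was preincubated 15 min with test compounds; peptide 500 nM and SAM 20 uM then reacted for 2 h.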
APE1 inh – APE1 (human) endonuclease inhibition. P27695. recombinant APE1, TAMRA/BHQ-2 abasic DNA cleavage fluorescence. AID 2517. actives 0.35% (n = 350,000). Potency, µM (highest dose often 65.8 µM), inactives show at the highest dose activity change, negative = inhibition, hits mostly inhibitors;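 also: plate controls were vehicle for no effect and reference inhibitor for full effect; nearly all actives have a fitted effect of over 55% in size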
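Incision of a quenched TAMRA/BHQ-2 THF abasic-site duplex (50 nM) by 0.75 nM APE1, after 15 min compound preincubation, measured as fluorescence increase over three 60 s reads. Values normalized to buffer, DMSO and NSC13755 control wells.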
POLH inh – inhibitors of human DNA polymerase eta; Q9Y253; actives 1.2% (n = 390,000); recombinant Pol eta, fluorescent DNA replication assay; Potency, µM (doses to about 114 µM), for the others: at the highest dose activity change, negative = inhibition, most hits filed as inhibitors; also: % is scaled to controls: 0 for no effect and ±100 for the full control effect
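Fluorescent replication assay: 50 nM final substrate added after a 15 min room-temperature compound preincubation with 10 nM enzyme. Signal taken at 0 min and again at 10 min.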
Pol iota inh – inhibitors of human DNA polymerase iota | Q9UNA4 | Pol iota fluorescent replication assay, 10 min | Potency, µM (series often up to 115 µM), for the others: top-dose activity, negative = inhibition, most hits filed as inhibitors | actives 1% (n = 390,000) | AID 588590
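Pol iota at 10 nM preincubated 15 min with compounds at room temperature; reaction started with fluorescent substrate, 50 nM final. Fluorescence read kinetically at 0 and 10 min; buffer-only wells as negative control.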
BAZ2B inh – inhibitors of human BAZ2B bromodomain | Potency, µM (titrated, usually from 114 µM), inactives show top-dose activity change, negative = inhibition, actives largely listed as inhibitors | AlphaScreen BAZ2B-H3K14Ac peptide displacement | Q9UIF8 | actives 4.4% (n = 360,000) | AID 504333; also: % is scaled to controls: 0 for no effect and ±100 for the full control effect; nearly all actives have a fitted effect of over 60% in size
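In this displacement format the biotinylated H3(5-23) peptide acetylated at Lys14 serves as ligand at 50 nM, with BAZ2B at 50 nM in PBS pH 7.4 containing 0.01% Tween-20. Donor and acceptor beads are 10 ug/mL final.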
Anesthetic bind – candidate novel general anesthetic via apoferritin binding. P02791. actives 0.074% (n = 350,000). apoferritin/1-aminoanthracene competitive binding, fluorescence. Potency, µM (titrated, usually from 77.5 µM), for the others: top-dose activity change, negative = displacement, most hits filed as inhibitors. AID 485281; also: % is scaled to controls: 0 for no effect and ±100 for the full control effect; nearly all actives have a fitted effect of over 20% in size
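10 uM apoferritin + 50% sat. 1-AMA, PBS; cpd 10 min RT; Ex380/Em535 endpoint; normalized to free probe vs complex; 4-param Hill fit; propofol titration as pos. ctrl.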
Pol kappa inh – inhibitors of human DNA polymerase kappa; Q9UBT6; purified Pol kappa, fluorescent DNA synthesis assay, 10 min; Potency, µM (doses to about 107 µM), for inactives: at the highest dose activity, negative = inhibition, most hits filed as inhibitors; actives 0.53% (n = 400,000); also: % is scaled to controls: 0 for no effect and ±100 for the full control effect
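Kinetic fluorescence screen: compound preincubated 15 min RT with 10 nM enzyme; 50 nM substrate (final) initiates; reads at 0/10 min.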
POLB inh – blocks human DNA polymerase beta activity; actives 1.3% (n = 340,000); AID 485314; Potency, µM (titrated, usually from 114 µM), without a hit: at the top dose activity change, negative = inhibition, usual class: inhibitors; Pol beta primer extension/strand displacement, fluorescence kinetic; P06746; also: % is scaled to controls: 0 for no effect and ±100 for the full control effect
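Human Pol beta at 10 nM; strand-displacement substrate 50 nM final. Compound exposure 15 min at room temperature before start, reaction 10 min at room temperature.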
* hit, by the source's call; ? = inconclusive; · = no result given; & = joins results of further samples; ! = a repeat was not active; [ ] = dose if it differs, or a comment. Calls follow the shape of the dose curve; as a rule, active = well fitted curve in the direction sought with a large enough effect; inconclusive = small, poorly fitted or top-dose-only effect, or another doubt; inactive = no such curve, though single readings can be large; an effect the other way counts as inactive or inconclusive. Potency is read from the fitted curve at half-maximal effect. This is a subset; count on the stated rates, not on these rows.

Screens in order: BLM inh | G9a block | APE1 inh | POLH inh | Pol iota inh | BAZ2B inh | Anesthetic bind | Pol kappa inh | POLB inh
> CC(C)C(=O)NC(=S)Nc1ccccc1N1CCN(C(=O)c2ccccc2)CC1
    -2% | -9% | 11% | -20% | 22% | -12% | -3% | -2% | 39%
> O=C(NC1=NCCS1)c1ccc(Cl)c(S(=O)(=O)N2CCc3ccccc32)c1
    -11% | -4%[12.7 µM] | -1% | -24% | -19% | -11% | -3% | -6% | -3%
> CN(C)c1ccc(NC(=O)C(=O)C2C(=O)Nc3ccccc32)cc1 (configuration not stated)
    -5% | 56µM* | 5% | -9% | ? | -15% | 2% | -6% | 0%
> C/C(N)=C(/C#N)C(=O)CSc1nnc(Nc2c(C)cccc2C)s1
    -11% | 32µM* | -7% | 18µM* | ? | -3% | ? | 79µM* | ?
> Cc1cc(Br)c(NC(=O)c2c(-c3c(Cl)cccc3Cl)noc2C)c(Br)c1
    -7% | -13%[2.33 µM] | 48%[activator] | -18% | 22% | -1% | 0% | 0% | 31%
> Cc1cc(N/N=C/c2ccccc2O)nc(-c2ccccc2O)n1
    -5% | 32% | 2% | -16% | 117%[activator] | -6% | 42%[activator] | -9% | 0%
> CCn1c(C)nc2cc(-c3nc4n(n3)Cc3ccccc3-4)ccc21
    59%[activator] | -50%[59 µM] | 14% | -4% | 10% | -3% | -10% | 12% | 23%
> COc1ccc(C(=O)Nc2ccccn2)cc1
    4% | -8%[59 µM] | ? | -3% | 1% | 2% | -2% | -8% | 4%
> CSc1ccc(Cl)c(C(=O)OCC(=O)N2CC(C)OC(C)C2)c1 (configuration not stated)
    -1% | 18%[59 µM] | 1% | -13% | 8% | 4% | -3% | -15% | -3%
> NC(=O)CCc1nc2cc(C(F)(F)F)ccc2n(Cc2ccccc2)c1=O
    -3% | 13% | 25% | -15% | 23% | 2% | -11% | -4% | -13%

Other compounds
Screens in order: BLM inh | G9a block | APE1 inh | POLH inh | Pol iota inh | BAZ2B inh | Anesthetic bind | Pol kappa inh | POLB inh
> CCOc1ccc(C(=O)N/N=C/c2c(C)[nH]c(=O)[nH]c2=O)cc1
    0% | 11% | 0% | · | · | 1% | 2% | · | 10%
> COCc1ccc(C(=O)NCC2(N3CCCCC3)CCCCC2)cc1
    -1% | ? | -16% | -16% | 64%[activator] | 79µM* | -3% | 5% | -1%
> O=C(O)Cc1c(C(=O)O)[nH]c2ccc(C(=O)O)cc12
    -8% | 50µM* | -3% | -18% | -10% | ? | -3% | -25% | -1%
> Cc1ccc(OCC(=O)Nc2cccc(OCc3cc(=O)n4ccccc4n3)c2)cc1C
    -10% | -2%[59 µM] | · | 11% | -13% | 6% | -1% | -5%[60.1 µM] | 23%
> Cc1c(C(=O)Oc2cc(N)n(S(C)(=O)=O)n2)cccc1[N+](=O)[O-]
    -6% | 16µM* | 6% | -13% | 24% | ? | -2% | -11% | 9%
> FC(F)(F)c1cccc(Oc2ccc3c(C(F)(F)F)cc(C(F)(F)F)nc3n2)c1
    -2% | -4% | 1% | -12% | 10% | 3% | -21% | 2% | 16%
> COc1cc(OC)c(C(=O)Nc2ccc(N(C)C)cc2)cc1OC
    -3% | 4.5µM* | -1% | 12% | 15% | 50µM* | -14% | -9% | 24%
> COc1ccccc1N1CCN(c2ncnc3c2cnn3-c2cccc(Cl)c2)CC1
    -5% | 9%[59 µM] | · | -12% | 3% | 0% | -5% | 6%[60.1 µM] | -2%
> COC(=O)C(Cc1ccccc1)NC(=O)CCNC(=O)c1ccco1 (configuration not stated)
    -2% | 11% | 1% | -7% | 76%[activator] | 5% | 1% | -3% | 25%
> CCOC(=O)C1C(=O)CC(C)(O)C(C(=O)OCC)C1c1ccc(C)s1 (configuration not stated)
    0% | -37%[12.7 µM] | 11% | -11% | 12% | -5% | -3% | 0% | 76%

Additional structures
Screens in order: BLM inh | G9a block | APE1 inh | POLH inh | Pol iota inh | BAZ2B inh | Anesthetic bind | Pol kappa inh | POLB inh
> CS(=O)(=O)N(CCc1ccccc1)CC(=O)N1CCN(c2ccccc2)CC1
    -3% | -34%[12.7 µM] | -6% | -8% | -12% | 3% | -15% | -3% | 2%
> Cc1ccc(O)c(-c2cc(C(=O)NCc3ccncc3)[nH]n2)c1
    0% | ? | -2% | 2% | 11% | 12% | -9% | -21% | -29%
> COCCCNc1nc2ccccc2nc1NS(=O)(=O)c1ccc(C)c(C)c1
    -1% | 20% | 2% | 6% | 29% | 5% | -5% | -6% | 18%
> CCOc1ccc(S(=O)(=O)NCc2cccnc2)cc1NC(=O)c1ccccc1F
    -3% | 11% | 15% | 4% | 84%[activator] | -18% | -11% | 0% | 2%
> CN1/C(=C\C=C2/SC(=S)NC2=O)C(C)(C)c2ccccc21
    ? | 7.9µM* | 25µM* | 79µM* | 28µM* | 7.9µM* | ? | 45µM* | 22µM*
> COC(=O)c1sccc1NC(=O)Cc1ccc(Br)cc1
    -12% | 82%[activator][59 µM] | 1% | -19% | 1% | 222%[activator] | 5% | -4% | -6%
> Cc1ccc2ncc3c(-c4ccc(F)cc4)nn(CC(=O)Nc4ccccc4C)c3c2c1
    0% | 3%[59 µM] | · | -22% | 18% | -9% | -3% | 23% | 1%
> C[C@@](Cc1ccc(O)c(O)c1)(NN)C(=O)O
    -3%&-3%&-1% | 3.2µM*! | 0%&0%&-2% | 2% | ? | 5% | -4%&0% | -8% | ?
> Cc1ccc(NC(=O)CSc2nc3nc(C)c(Br)cc3[nH]2)cc1F
    -7% | 19% | 21% | -2% | -12% | -21% | 6% | -18% | 3%
> O=C(NCCCN1CCOCC1)c1c(F)cccc1F
    -2% | 3%[12.7 µM] | -1% | -3% | -2% | 5% | -7% | 3% | 27%

(further entries)
Screens in order: BLM inh | G9a block | APE1 inh | POLH inh | Pol iota inh | BAZ2B inh | Anesthetic bind | Pol kappa inh | POLB inh
> CC1CCC(NC(=O)CSc2nncs2)CC1 (configuration not stated)
    · | 7%[12.7 µM] | -6% | 7% | 29% | 7% | · | 2% | ·
> CCOC(=O)c1c(NC(=O)c2ccc(Br)o2)sc(C)c1CC
    -9% | 216%[activator] | -3% | -22% | 23% | 90%[activator] | -15% | -11% | ?
> CC1CN(CC(=O)NC(C)c2ccccc2)CC(C)O1 (configuration not stated)
    -3% | -10% | 4% | 0% | 4% | 6% | -6% | -9% | ?
> Cc1cccc(C)c1OCC(=O)N/N=C/C=C/c1ccco1
    -7% | 32µM* | ? | 17% | -3% | -18% | -19% | -11% | -1%
> Cc1ccc(NC(=O)CN2C(=O)COc3ccc(S(=O)(=O)NC4CCCC4)cc32)cc1N(C)C
    -2% | -24%[59 µM] | · | 2% | 1% | -25% | -3% | 1% | 0%
> COc1ccc(C(C)NC(=O)CN(c2cc(OC)ccc2OC)S(=O)(=O)c2ccccc2)cc1 (configuration not stated)
    -15% | ? | · | ? | ? | -19% | 2% | -32% | 20µM*
> CC(C)Oc1c(N2CCOCC2)c(=O)c1=O
    -1% | · | 2% | -14% | 28% | -2% | -1% | 0% | -3%
> Cc1c(NC(=O)Cc2cccs2)cccc1[N+](=O)[O-]
    ? | ? | -8% | ? | 24% | 50µM* | ? | -13% | 35µM*
> O/N=C\c1ccccc1Oc1ccc(F)cc1
    -9% | -9%[59 µM] | 3% | -11% | 30% | 3% | ? | -8% | 30%
> Cc1cc(OCC(=O)NCCN2CCOCC2)ccc1Br
    -2% | 6%[12.7 µM] | 0% | 11% | 19% | 3% | -5% | -2% | 3%

Later entries.
Screens in order: BLM inh | G9a block | APE1 inh | POLH inh | Pol iota inh | BAZ2B inh | Anesthetic bind | Pol kappa inh | POLB inh
> O=S(=O)(Nc1nc2ccccc2nc1NCc1ccco1)c1ccccc1
    -4% | -46%[59 µM] | 0% | -8% | -17% | -6% | -9% | -15% | ?
> O=C(Nc1ccccc1)N(Cc1cccs1)c1ccc(Cl)cc1
    -11% | -17%[59 µM] | · | 0% | 3% | -5% | 89%[activator] | -10% | 11%
> COc1ccccc1C(=O)Nc1ccc(S(=O)(=O)N2CCc3ccccc32)cc1
    -6% | 13% | 1% | 2% | -2% | -4% | -10% | -4% | 5%
> O=C(Cc1ccc(Br)cc1)Nc1ccc(Cl)cc1
    -4% | 6% | -2% | -7% | -15% | -1% | -6% | 1% | 5%
> Cn1c(=O)c2c(SCC(=O)NC3CCCC3)nc(CC(C)(C)C)nc2n(C)c1=O
    0% | -78% | 11% | -17% | 6% | 0% | -6% | -3% | 15%
> O=C(Nc1ccc(Br)cn1)c1ccc(Br)s1
    -5% | -7% | 2% | -6% | 15% | 8% | -18% | -7% | 28%
> CCCCOC(=O)CSc1nnc(-c2cc(OC)c(OC)c(OC)c2)o1
    -5% | 23% | 0% | -8% | 17% | 8% | ? | -22% | 33%
> CN(C)c1ccc(/C=C/C(=O)c2ccccc2O)cc1
    -15% | 8.9µM* | -10% | ? | 8% | · | -21% | -3%[60.1 µM] | -8%
> Cn1c(=O)[nH]c(=O)c2c1nc(N1CCCC1)n2CCCSc1nnnn1-c1ccccc1
    0% | 9%[59 µM] | 13% | -17% | -1% | -7% | -4% | -3% | 8%
> Cc1ccc(N(Cc2ccc([N+](=O)[O-])cc2)C(=O)c2ccco2)cc1C
    -9% | ? | -1% | -7% | 6% | ? | ? | -8% | 0%

(listing goes on)
Screens in order: BLM inh | G9a block | APE1 inh | POLH inh | Pol iota inh | BAZ2B inh | Anesthetic bind | Pol kappa inh | POLB inh
> CCn1nc(NC(=O)COC)c2cc3cc(C)ccc3nc21
    -2% | 10% | 15% | -1% | ? | 2% | 87%[activator] | -6% | 28%
> CC(=O)c1sc(NC(=O)C=C(C)C)nc1C
    -4% | -29%[12.7 µM] | 5% | -1% | 7% | -33% | 2% | -3% | 1%
> O=C(CCC(=O)OCC(F)(F)C(F)F)NCc1ccccc1
    -2% | -29% | 1% | -12% | -1% | 7% | -10% | 1% | 25%
> O=C(N/N=C/c1cc([N+](=O)[O-])ccc1O)c1ccncc1
    -4% | · | 18% | -17% | 40% | 10µM* | 0% | 3% | 33%
> CN(CC(=O)Nc1cccnc1)S(=O)(=O)c1ccccc1
    2% | ? | 1% | -17% | 37% | -3% | -9% | -10% | -27%

Screening data: PubChem, National Center for Advancing Translational Sciences (NCATS)
